Assay outcomes: PubChem, several laboratories
ADAM17 inh: ADAM17 inhibitors, primary screen, biochemical, QFRET. inhibition, % at 6.95 µM. recombinant ADAM17, EDANS/DABCYL FRET peptide cleavage. Disintegrin and metalloproteinase domain-containing protein 17 (Homo sapiens), P78536. hit rate 0.83% among 370,000;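 active = inhibition above the mean of compounds lying between control limits plus 3 SD, set per campaign, cut at about 8.5% in these data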;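 also: 0% = DMSO-only wells as the low control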
SMARCA2 activ: SMARCA2 (BRM) function activators, primary screen, cell-based, luminescence, high throughput; MG213 cells, MMTV-luciferase reporter, dexamethasone, overnight; activation, % at 9.1 µM; hit rate 1% among 370,000; AID 652017, 2013; in the data active = activation above about 7.8%;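 also: 0% = vehicle wells and 100% = reference activator wells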
NPR1 activator: GC-A stimulated cGMP production enhancers – HEK293 GC-A cells, cGMP TR-FRET, EC30 ANP, primary screen; hit rate 0.14% among 370,000; Atrial natriuretic peptide receptor 1 (Homo sapiens), P16066; activation, % at 10 µM; 0% at EC30 ANP, 100% saturating ANP; in the data active = activation above about 40%
GAA850 FXN act: FXN promoter activators, primary screen, cell-based, luciferase luminescence, HEK293 lucGAA850 | hit rate 0.56% among 360,000 | activation, % at 6 µM | AID 540364, 2011 | HEK293 lucGAA850 FXN promoter luciferase reporter, 24 h; percent of 10 µM SAHA response;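 active = activation above the average of all compounds screened plus 3 SD, cutoff fixed separately per campaign, cut at about 7.5% in these data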;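 also: 0% = DMSO wells and 100% = 10 µM SAHA wells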
ssDAF12 agonist: S. stercoralis DAF-12 nuclear receptor activators, primary screen, cell-based, luminescence, HEK293, GRIP1 co-expression, lit1-tk-luc. Nuclear hormone receptor DAF-12 (Strongyloides stercoralis). HEK293 ssDAF-12/GRIP1 lit1-tk-luc reporter; % of 3 µM dafachronic acid response. activation, % at 6.8 µM. hit rate 1% among 370,000. AID 652126, 2013;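 active = activation above the mean over all tested compounds plus 3 SD, cut at about 0.9% in these data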;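 also: 0% = DMSO-only wells and 100% = 3 µM delta7-dafachronic acid wells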
DAX1 inh-1: DAX1 (NR0B1) inhibitors on StAR promoter, primary screen, cell-based, luminescence, SF-1 (NR5A1), full-length DAX-1; HEK293T StAR-luciferase reporter, SF-1/DAX-1 repression relief; inhibition, % at 6.8 µM; hit rate 1.1% among 370,000; AID 652010, 2013;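 active = inhibition above the mean over all tested compounds plus 3 SD, cut at about 3.6% in these data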;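 also: 0% = DAX-1 cells with DMSO and 100% = cells lacking DAX-1 with DMSO; higher inhibition means more luminescence from relief of DAX-1 repression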
hgDAF12 agonist: H. glycines DAF-12 receptor agonists, primary screen, cell-based, luminescence, HEK293, GAL4 fusion, UAS-luciferase; hit rate 1.8% among 370,000; Nuclear hormone receptor DAF-12 (Heterodera glycines), GAL4 fusion; HEK293 GAL4-hgDAF12 UAS-luciferase reporter, agonist luminescence; normalized to butyrate control; activation, % at 6.8 µM;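 active = activation above a cutoff set at the mean of all screened compounds plus 3 SD, cut at about 10% in these data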;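 also: 0% = DMSO wells and 100% = sodium butyrate wells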
hcDAF12 agonist: H. contortus DAF-12 nuclear receptor activators, primary screen, cell-based, luminescence, HEK293, lit1-tk-luc reporter; AID 652067, 2013; activation, % at 6.8 µM; hit rate 1.4% among 370,000; HEK293 hcDAF-12 lit1-tk-luc reporter; 0% DMSO, 100% Δ7-dafachronic acid;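 active = activation above the mean of all tested compounds plus 3 SD, cut at about 5.5% in these data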;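 also: 100% = response to 3 µM Δ7-dafachronic acid high control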
DAX1 inh-2: DAX1 (NR0B1) inhibitors, primary screen, cell-based, HEK293, Gal4-DAX1, luciferase luminescence | hit rate 0.99% among 340,000 | AID 504766, 2011 | inhibition, % at 6.75 µM | Nuclear receptor subfamily 0 group B member 1 (Homo sapiens), P51843 | HEK293 Gal4-DAX1 luciferase reporter;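 active = inhibition above the mean over all tested compounds plus 3 SD, cut at about 4.2% in these data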;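 also: 0% = DAX1-transfected cells with DMSO and 100% = empty-vector control cells with DMSO; inhibition shows as a rise in luminescence from relieved DAX1 repression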
Target sequence (P51843 207-470 limits assumed): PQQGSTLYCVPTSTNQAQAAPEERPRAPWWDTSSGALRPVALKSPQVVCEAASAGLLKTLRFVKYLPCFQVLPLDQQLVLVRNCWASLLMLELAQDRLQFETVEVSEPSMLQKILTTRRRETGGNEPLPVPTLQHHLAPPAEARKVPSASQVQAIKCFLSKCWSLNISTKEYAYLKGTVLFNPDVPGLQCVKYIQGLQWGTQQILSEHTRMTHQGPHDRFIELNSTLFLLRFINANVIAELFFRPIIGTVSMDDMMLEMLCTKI
ADAM10 inh: human ADAM10 inhibitors, primary screen, biochemical, QFRET, HTS; Disintegrin and metalloproteinase domain-containing protein 10 (Homo sapiens), O14672; recombinant ADAM10, EDANS/DABCYL FRET peptide cleavage, 3 h; inhibition, % at 7 µM; hit rate 0.62% among 370,000; AID 720582, 2013;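 active = inhibition above a per-campaign cutoff equal to the mean of compounds falling between control-based bounds plus 3 SD, cut at about 20% in these data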;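 also: 0% = DMSO wells while the 100% control is not disclosed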
Target sequence (O14672 214-748 limits assumed): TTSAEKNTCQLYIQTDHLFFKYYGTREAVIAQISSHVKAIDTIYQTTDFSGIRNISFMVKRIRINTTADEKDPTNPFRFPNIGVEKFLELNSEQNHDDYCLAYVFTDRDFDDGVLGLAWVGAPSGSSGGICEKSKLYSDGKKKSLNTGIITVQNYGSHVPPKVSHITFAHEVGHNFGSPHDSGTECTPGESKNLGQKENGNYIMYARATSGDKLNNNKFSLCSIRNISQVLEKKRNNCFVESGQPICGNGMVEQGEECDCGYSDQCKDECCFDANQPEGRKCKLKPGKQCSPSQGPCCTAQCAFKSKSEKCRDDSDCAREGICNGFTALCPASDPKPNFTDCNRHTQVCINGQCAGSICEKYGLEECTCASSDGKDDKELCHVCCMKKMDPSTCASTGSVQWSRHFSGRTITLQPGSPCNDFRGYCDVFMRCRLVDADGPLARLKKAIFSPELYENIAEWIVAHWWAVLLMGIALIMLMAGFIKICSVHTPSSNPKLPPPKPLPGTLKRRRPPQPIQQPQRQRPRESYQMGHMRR
PG9 Ab binder: binders of HIV-1 gp120 antibody PG9, primary screen, biochemical, TR-FRET; HIV-1 gp120 / PG9 antibody interaction; TR-FRET gp120-PG9 antibody binding; inhibition, % at 6.7 µM; hit rate 0.43% among 360,000; AID 624416, 2012; in the data active = inhibition above about 8.5%
* = called active by the depositor; / = not tested or not shown.

Under each structure: ADAM17 inh	SMARCA2 activ	NPR1 activator	GAA850 FXN act	ssDAF12 agonist	DAX1 inh-1	hgDAF12 agonist	hcDAF12 agonist	DAX1 inh-2	ADAM10 inh	PG9 Ab binder
- CS(=O)(=O)N1CCC(C(=O)NCc2ccc(Cl)cc2Cl)CC1
→ 7	-3	1	0.1	-1.2	0.1	-2.5	1.0	-1.1	11	-1.0
- CCCCNC(=O)CN1C(=O)CSc2ccc(S(=O)(=O)N3CCOCC3)cc21
→ -3	-1	2	0.7	-1.5	1.8	-1.4	-0.9	1.4	-3	-0.5
- Cc1cc(C)n(-c2ccc(Cl)c(C(=O)Nc3ccc(OC(F)(F)F)cc3)n2)n1
→ -1	-4	-16	2.2	-1.9	0.1	-0.5	0.7	0.3	-2	0.3
- Cc1onc(-c2c(Cl)cccc2Cl)c1C(=O)N1CCN(c2ncccn2)CC1
→ -4	-2	1	0.6	-1.0	-0.3	0.6	-1.6	1.3	-15	0.9
- CC(C)[C@H](NS(=O)(=O)c1ccccc1)C(=O)OCC(=O)Nc1cccc(S(N)(=O)=O)c1
→ -4	-1	-3	-1.0	-1.2	0.3	4.4	1.4	-0.2	-9	0.7
- CCC(=O)NC(=S)Nc1cccc(NC(=O)c2ccc(Cl)cc2Cl)c1
→ -3	2	0	-0.1	-1.4	-0.5	2.5	-1.9	0.7	2	0.0
- COC(=O)C(c1ccccc1)C(C(=O)OC)c1ccccc1 (configuration not stated)
→ -3	-2	1	1.4	-0.9	-0.3	-1.3	-0.2	0.5	2	-2.5
- CCC(=O)c1ccc(N2CCN(C(=O)c3ccccc3)CC2)c(F)c1
→ -1	-1	6	1.1	-1.5	0.9	0.9	-0.3	-0.6	-3	-1.1
- COc1ccc(N2CC(C)(C)[C@H](CC(=O)Nc3ccc(Br)cc3)C2=O)cc1
→ 4	-5	5	-0.9	-0.8	-1.0	-1.7	-1.0	-1.4	-9	-3.5
- O=C(C1CCCO1)N(Cc1ccccc1)c1ccccc1 (configuration not stated)
→ -3	-1	-3	-0.3	-1.5	0.0	0.2	-0.4	-1.3	-2	0.0
- CN(C)S(=O)(=O)c1ccc(S(=O)(=O)N2CCCC(C(=O)NC3CC3)C2)cc1 (configuration not stated)
→ -3	-2	4	-0.1	-0.9	-0.1	0.8	-1.8	1.1	-7	0.2
- N#Cc1cccc(NC(=O)COC(=O)Cn2nc(-c3ccccc3)oc2=O)c1
→ -4	-2	26	0.9	-1.3	-1.5	-2.3	1.3	0.0	-5	-0.1
- O=C(c1oc2ccccc2c1N1CCCCC1)N1CCCCC1
→ 1	-2	-4	-0.2	-1.0	-0.4	-0.4	-2.2	1.4	10	2.2
- CCN(Cc1nc2ccccc2c(=O)[nH]1)C(=O)c1cc(C2CC2)nn1-c1ccccc1
→ 1	-2	-11	0.4	-1.7	-1.3	-1.7	-0.8	-2.4	0	-3.7
- Nc1nnc(SCc2ccc(F)cc2)n1-c1ccccc1
→ -4	2	1	-1.4	-1.7	0.1	-1.3	-0.3	2.4	-6	-0.6
- Cc1ccc(-n2c(C)c(C)c3c(N)ncnc32)cc1
→ -2	1	-27	/	-0.9	0.3	2.1	-1.9	-0.7	-6	-2.2
- Cc1ccc(SCC(=O)Nc2ccc(S(=O)(=O)Nc3ncccn3)cc2)cc1
→ -3	-1	1	2.4	-0.7	0.5	-3.6	-1.1	-0.9	-9	-2.0
- COc1ccc(COC(=O)N/C=C/c2ccco2)cc1
→ -3	-5	-1	0.8	-1.1	-0.5	-2.6	-0.1	-0.5	-11	-1.5
- CCOC(=O)CN(C(=O)CSc1nnc(-c2cccc(OC)c2)o1)c1ccc(F)cc1
→ 0	2	-2	1.1	-1.8	-0.5	0.4	-0.7	-0.5	-5	-1.4
- Cc1cccc(NC2=NC(=S)N(c3ccc(C(=O)O)cc3)C23CCCCC3)c1
→ -5	1	4	1.5	-0.6	-0.1	-0.9	-2.2	0.6	-1	-0.6
- Cc1cccc(CNc2ncnc3ccc(-c4cccnc4)cc23)c1
→ -7	1	6	1.3	-1.4	0.0	1.0	-1.0	2.3	-23	-0.4
- COC(=O)CSc1nc(N)c(C#N)c(CC(C)C)c1C#N
→ -5	-2	-1	-0.7	-1.8	-0.3	5.6	-3.9	-0.8	-30	-2.2
- CCNC(=O)C(Sc1ccccc1)c1ccccc1 (configuration not stated)
→ 2	-2	0	1.0	-1.6	-0.5	-2.8	0.2	-0.8	1	-0.4
- CCOC(=O)Cn1nnc(-c2ccccc2)n1
→ 3	-5	-1	-1.3	-1.1	0.0	0.8	0.5	-0.5	-1	-3.0
- CCN(CC(=O)Nc1c(F)cccc1F)C(=O)CCN1C(=O)c2cccc([N+](=O)[O-])c2C1=O
→ 0	0	-2	3.6	-1.3	-0.9	-1.2	0.6	-0.4	-6	-2.3
- CCCCN(C/C=C/c1ccccc1OC)Cc1ccccc1
→ -1	-3	-8	1.0	-1.8	0.2	-0.6	-0.9	0.7	2	-1.1
- CCc1ccc(N2CC(C(=O)Nc3ccc(S(=O)(=O)NCC4CCCO4)cc3)CC2=O)cc1 (configuration not stated)
→ 0	0	-4	-1.6	-1.4	-0.3	-1.2	-4.4	1.1	11	0.7
- COc1ccc(NC(=O)C/C(C)=N/NC(=O)C(=O)NC(C)C)c(OC)c1
→ 0	7.9*	-3	-0.3	-1.0	-0.1	-2.2	-1.0	-0.3	4	-3.2
- CCCn1c(N)c(C(=O)CSc2nnc(-c3ccoc3C)n2C)c(=O)n(C)c1=O
→ -4	-2	2	-0.7	0.1	-1.4	-1.8	-0.9	-0.8	-13	-0.7
- Cc1ccc(S(=O)(=O)N(C)CCCC(=O)N2CCN(C=O)CC2)cc1
→ 4	-4	-5	0.2	-1.2	-0.4	-0.3	-1.2	-0.6	-1	-1.4
- CN(CC(=O)NCC(=O)Nc1ccc(F)cc1)C1CCS(=O)(=O)C1 (configuration not stated)
→ -1	-3	4	0.3	-1.2	-0.6	0.8	-1.1	0.7	-10	0.9
- CCCCCn1c(=O)[nH]c2cc(C(=O)NCc3ccccn3)ccc2c1=O
→ -12	-3	1	-0.7	-0.6	0.0	-1.0	-2.5	-0.3	-31	2.5
- CC(C)CNc1cc(Cl)c(S(=O)(=O)NCC(C)C)cc1C(=O)O
→ -7	0	-1	1.2	-0.8	0.1	-0.8	0.9	0.4	-6	2.6
- Cc1cc(Cl)c(S(=O)(=O)NCc2ccncc2)cc1OCC(N)=O
→ 1	4	1	-1.2	-1.1	-0.3	0.9	-2.5	-0.5	-1	0.1
- CCCCN1C(=S)NC[C@@H]1c1ccccc1
→ 2	0	-2	0.9	-1.6	-0.1	-0.3	-1.4	-0.6	2	-0.4
- CC(C)CN(CC(C)C)S(=O)(=O)N1CCC(C(=O)NCCc2ccc(Cl)cc2)CC1
→ -2	0	-2	1.1	-1.4	-0.1	2.9	-0.2	-0.1	-11	-2.9
- Cc1cc(C)n(Cc2nc3ccccc3n2C)n1
→ 5	-2	0	2.5	-0.9	1.2	1.8	0.5	1.1	5	-0.3
- CSc1ccc(-c2nnn(CC(=O)NCc3ccccc3)n2)cc1
→ 7	-3	-3	-0.3	-0.8	-0.5	1.0	-0.5	-0.3	1	7.0
- COc1c(C)cc(C(=O)C2CCCN(C(=O)c3cccc(-n4cccn4)c3)C2)cc1C (configuration not stated)
→ -1	0	0	2.4	-2.3	-0.2	0.0	-2.0	-0.7	-3	-1.2
- CC1Cc2cc(/C(O)=C3/C(=O)C(=O)N(CCCn4ccnc4)C3c3cccnc3)ccc2O1 (configuration not stated)
→ 0	-2	3	1.9	-0.2	0.0	-2.3	0.5	-0.3	2	1.8
- Cc1ccc(C(=O)c2c3ccc(C(F)(F)F)cc3[n+]([O-])n2CCCC(N)=O)cc1
→ -7	1	0	1.5	-1.0	0.3	0.3	2.6	0.7	-7	-0.8
- Cc1ccc(NC(=O)CSc2nc(NS(=O)(=O)c3ccc(C)cc3)cc(=O)[nH]2)cc1
→ 7	-3	-2	1.4	-1.7	-0.4	-3.4	-1.1	1.2	23*	2.2
- Cc1cccc(NC(=O)CSc2nnc(-c3n[nH]c4ccccc34)o2)c1
→ 1	1	-3	0.1	-0.7	0.1	2.3	-1.1	-1.1	-7	-1.9
- Cc1ccnc(NS(=O)(=O)c2ccc(NC(=O)C3CCCNC3=O)cc2)n1 (configuration not stated)
→ -5	-2	-2	-1.9	-0.8	0.5	3.9	-2.2	-0.5	-48	-0.5
- O=C(NC1CCSc2ccccc21)c1cc([N+](=O)[O-])ccc1N1CCOCC1 (configuration not stated)
→ -3	0	-3	0.4	-1.1	0.1	4.0	1.1	-0.1	-6	1.4
- O=C(COC(=O)CNC(=O)c1ccco1)NCCN1C(=O)CSC1=O
→ -5	-3	4	3.2	-0.7	-0.5	0.5	-0.1	0.1	-7	0.6
- Cc1cc(N2CCN(C)CC2)nc2ccc(NC(=S)N3CCN(c4ccc(F)cc4)CC3)cc12
→ -96	-4	-2	-1.4	-1.6	-0.2	-0.4	-1.4	0.8	-277	-2.2
- N#Cc1ccc(C(=O)N2CCN(c3ncccn3)CC2)cc1
→ -1	-1	5	0.0	-0.6	0.2	1.4	-0.2	0.1	-9	-2.3
- O=C1CC(NCC2CCCO2)C(=O)N1c1ccc(Cl)cc1 (configuration not stated)
→ 3	0	1	3.9	-1.4	-0.2	3.7	0.9	-1.3	7	-0.2
- COc1cccc(-c2nc(-c3ccc(C(=O)O)cc3)no2)c1
→ 2	5	2	5.1	1.0*	1.8	9.0	3.5	1.8	2	-0.5
- Cc1cc2occ(CC(=O)NNC(=O)c3ccccc3F)c2cc1C
→ -4	2	1	1.6	-0.5	0.5	-1.0	0.3	-0.4	5	-2.2
- COC(=O)c1noc(-c2ccc(OC)cc2)n1
→ -2	1	-9	0.5	-0.8	-0.3	2.0	-0.7	0.3	-3	-1.8
- O=C1NCN(C2CCCCC2)CN1
→ -7	-1	6	0.9	-1.3	-0.5	0.7	0.5	0.4	-19	0.7
